Screening data as filed in PubChem BioAssay.
SMARCA2 act: SMARCA2 (BRM) function activators, primary screen, cell-based, luminescence, high throughput; MG213 cells, MMTV-luciferase reporter, dexamethasone, overnight; activation, % at 9.1 µM; hit rate 1% among 370,000; AID 652017, 2013; in the data active = activation above about 7.8%;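 also: 0% = vehicle wells and 100% = reference activator wells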
DAX1 inh-1: DAX1 (NR0B1) inhibitors, primary screen, cell-based, HEK293, Gal4-DAX1, luciferase luminescence. hit rate 0.99% among 340,000. Nuclear receptor subfamily 0 group B member 1 (Homo sapiens), P51843. inhibition, % at 6.75 µM. HEK293 Gal4-DAX1 luciferase reporter. AID 504766, 2011;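 active = inhibition above the mean over all tested compounds plus 3 SD, cut at about 4.2% in these data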;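 also: 0% = DAX1-transfected cells with DMSO and 100% = empty-vector control cells with DMSO; inhibition shows as a rise in luminescence from relieved DAX1 repression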
Target sequence (P51843 207-470 limits assumed): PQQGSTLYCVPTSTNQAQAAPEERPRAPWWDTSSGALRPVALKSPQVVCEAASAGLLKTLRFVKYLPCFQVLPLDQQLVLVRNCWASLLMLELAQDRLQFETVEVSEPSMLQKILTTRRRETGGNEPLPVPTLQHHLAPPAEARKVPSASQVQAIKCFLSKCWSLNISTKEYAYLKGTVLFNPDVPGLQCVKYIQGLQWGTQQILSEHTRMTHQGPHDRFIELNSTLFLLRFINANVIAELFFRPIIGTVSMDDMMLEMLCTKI
hcDAF12 agonist: H. contortus DAF-12 nuclear receptor activators, primary screen, cell-based, luminescence, HEK293, lit1-tk-luc reporter; HEK293 hcDAF-12 lit1-tk-luc reporter; 0% DMSO, 100% Δ7-dafachronic acid; activation, % at 6.8 µM; hit rate 1.4% among 370,000; AID 652067, 2013;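 active = activation above the mean of all tested compounds plus 3 SD, cut at about 5.5% in these data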;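 also: 100% = response to 3 µM Δ7-dafachronic acid high control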
ADAM10 inh: human ADAM10 inhibitors, primary screen, biochemical, QFRET, HTS; Disintegrin and metalloproteinase domain-containing protein 10 (Homo sapiens), O14672; recombinant ADAM10, EDANS/DABCYL FRET peptide cleavage, 3 h; inhibition, % at 7 µM; hit rate 0.62% among 370,000;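 active = inhibition above a per-campaign cutoff equal to the mean of compounds falling between control-based bounds plus 3 SD, cut at about 20% in these data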;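 also: 0% = DMSO wells while the 100% control is not disclosed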
ssDAF-12 act: S. stercoralis DAF-12 nuclear receptor activators, primary screen, cell-based, luminescence, HEK293, GRIP1 co-expression, lit1-tk-luc; Nuclear hormone receptor DAF-12 (Strongyloides stercoralis); HEK293 ssDAF-12/GRIP1 lit1-tk-luc reporter; % of 3 µM dafachronic acid response; activation, % at 6.8 µM; hit rate 1% among 370,000; AID 652126, 2013;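 active = activation above the mean over all tested compounds plus 3 SD, cut at about 0.9% in these data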;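 also: 0% = DMSO-only wells and 100% = 3 µM delta7-dafachronic acid wells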
FXN GAA850 act: FXN promoter activators, primary screen, cell-based, luciferase luminescence, HEK293 lucGAA850 | HEK293 lucGAA850 FXN promoter luciferase reporter, 24 h; percent of 10 µM SAHA response | AID 540364, 2011 | hit rate 0.56% among 360,000 | activation, % at 6 µM;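 active = activation above the average of all compounds screened plus 3 SD, cutoff fixed separately per campaign, cut at about 7.5% in these data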;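 also: 0% = DMSO wells and 100% = 10 µM SAHA wells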
sPLA2-III inh: human group III sPLA2 inhibitors, primary screen, biochemical, QFRET, BODIPY PC-A2 liposome substrate | Group 3 secretory phospholipase A2 (Homo sapiens), Q9NZ20 | QFRET BODIPY PC-A2 liposome hydrolysis, fluorescence | inhibition, % at 12.2 µM | hit rate 0.56% among 370,000;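 active = inhibition above mean plus 3 SD of compounds lying within the high and low control bounds, cut at about 19% in these data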;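 also: 0% = median of test compound wells and 100% = no enzyme DMSO wells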
Target sequence (Q9NZ20 whole entry, looked up): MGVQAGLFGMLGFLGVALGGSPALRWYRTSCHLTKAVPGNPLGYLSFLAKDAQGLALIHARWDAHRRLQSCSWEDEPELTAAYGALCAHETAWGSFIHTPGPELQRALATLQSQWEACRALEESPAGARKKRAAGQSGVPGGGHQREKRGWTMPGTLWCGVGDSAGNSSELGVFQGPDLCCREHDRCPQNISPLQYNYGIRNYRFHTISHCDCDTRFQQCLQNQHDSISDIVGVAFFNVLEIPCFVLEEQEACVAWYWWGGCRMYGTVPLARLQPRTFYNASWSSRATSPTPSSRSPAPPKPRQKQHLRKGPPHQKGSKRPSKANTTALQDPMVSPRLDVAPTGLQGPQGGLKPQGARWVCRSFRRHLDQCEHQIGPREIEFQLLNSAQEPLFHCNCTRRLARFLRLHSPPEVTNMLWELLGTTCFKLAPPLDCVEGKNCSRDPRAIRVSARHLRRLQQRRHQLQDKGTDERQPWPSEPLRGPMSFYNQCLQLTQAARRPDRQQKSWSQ
GC-A act: GC-A stimulated cGMP production enhancers – HEK293 GC-A cells, cGMP TR-FRET, EC30 ANP, primary screen; Atrial natriuretic peptide receptor 1 (Homo sapiens), P16066; 0% at EC30 ANP, 100% saturating ANP; activation, % at 10 µM; hit rate 0.14% among 370,000; in the data active = activation above about 40%
DAX1 inh-2: DAX1 (NR0B1) inhibitors on StAR promoter, primary screen, cell-based, luminescence, SF-1 (NR5A1), full-length DAX-1 | HEK293T StAR-luciferase reporter, SF-1/DAX-1 repression relief | inhibition, % at 6.8 µM | hit rate 1.1% among 370,000 | AID 652010, 2013;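 active = inhibition above the mean over all tested compounds plus 3 SD, cut at about 3.6% in these data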;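 also: 0% = DAX-1 cells with DMSO and 100% = cells lacking DAX-1 with DMSO; higher inhibition means more luminescence from relief of DAX-1 repression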
hgDAF12 agonist: H. glycines DAF-12 receptor agonists, primary screen, cell-based, luminescence, HEK293, GAL4 fusion, UAS-luciferase. activation, % at 6.8 µM. HEK293 GAL4-hgDAF12 UAS-luciferase reporter, agonist luminescence; normalized to butyrate control. hit rate 1.8% among 370,000. Nuclear hormone receptor DAF-12 (Heterodera glycines), GAL4 fusion;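 active = activation above a cutoff set at the mean of all screened compounds plus 3 SD, cut at about 10% in these data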;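 also: 0% = DMSO wells and 100% = sodium butyrate wells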
NPR2 activator: human GC-B receptor activators, primary screen, HEK293 GC-B cells, cGMP TR-FRET, EC30 CNP. Atrial natriuretic peptide receptor 2 (Homo sapiens), P20594. 0% at EC30 CNP, 100% saturating CNP. activation, % at 10 µM. hit rate 0.11% among 370,000. AID 1920062, 2024;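 active = activation at 10 µM reaching about 35% in either raw or pattern-adjusted values, limit read from the data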
An asterisk follows results filed as active; . = not tested or not shown.

SMILES	SMARCA2 act	DAX1 inh-1	hcDAF12 agonist	ADAM10 inh	ssDAF-12 act	FXN GAA850 act	sPLA2-III inh	GC-A act	DAX1 inh-2	hgDAF12 agonist	NPR2 activator
O=C(COC(=O)c1n[nH]c2ccccc12)NC(=O)NC12CC3CC(CC(C3)C1)C2	-1	0.2	2.9	2	-1.0	-1.4	-11	3	0.6	0.8	-11
CN(CC(=O)Nc1ccc(Cl)c(Cl)c1)C(=O)C1CCC1	-4	0.9	-0.1	-21	-1.4	0.7	5	4	-0.6	-0.7	10
c1nc(NC2CCCCCC2)c2[nH]cnc2n1	0	0.3	2.6	-7	-1.0	0.0	-8	2	1.0	6.8	-2
O=C(CSc1nc(N2CCOCC2)nc(N2CCOCC2)n1)Nc1ccc([N+](=O)[O-])cc1	-2	1.6	0.2	-7	-0.6	2.7	4	-18	-1.1	-2.0	-13
Cc1ccc(CCNC(=O)CCS(=O)(=O)Cc2ccc(C)cc2)cc1	-2	0.9	-3.6	-7	-1.3	-0.1	-6	2	0.0	-0.4	-2
O=C(Nc1cccc(F)c1)C1CCN(C(=O)NCc2ccccc2)CC1	-1	0.1	-0.8	2	-1.1	0.2	4	-2	-0.4	-1.3	3
CNC(=O)c1ccc(NC(=O)CC2SC(N3CCCC3)=NC2=O)cc1 (centres undefined)	0	-0.3	-1.4	-2	-1.5	-1.3	5	2	-0.5	1.1	7
O=C(COc1ccc(Br)cc1)NCC1COc2ccccc2O1 (centres undefined)	1	-0.3	0.4	1	-1.3	0.5	2	-1	-0.6	0.6	-5
CCN(CC(=O)Nc1ccccc1C(=O)NC1CC1)Cc1cccs1	-2	0.2	-1.8	-11	-1.6	0.6	5	-1	-0.1	1.1	0
COC(=O)c1cc(C(=O)NC(C)C2CC3CCC2C3)cc([N+](=O)[O-])c1 (centres undefined)	2	0.2	-1.8	1	-0.7	-1.5	1	-1	0.0	0.7	2
CC(OC(=O)CCC1CCCCC1)C(=O)Nc1ccc(S(N)(=O)=O)cc1 (centres undefined)	-3	0.8	-1.7	4	-1.0	-0.2	-31	3	0.2	-2.5	-3
COC(=O)c1ccc(N=CC2=C(O)CC(c3ccccc3)CC2=O)cc1 (centres undefined)	2	.	-0.5	-4	-0.9	1.9	-7	3	0.3	-0.2	6
S=C(NC1CCCCC1)N1CCN(Cc2ccccc2Cl)CC1	-6	2.9	-1.8	1	-2.2	-1.8	10	-2	-0.6	2.2	9
Cc1ccc(C(=O)NC(N2CCCC2)C(Cl)(Cl)Cl)cc1 (centres undefined)	-3	-0.7	-2.9	3	-1.3	-0.2	7	-6	-0.6	0.9	-4
O=C(C(Cc1ccccc1)N1C(=O)c2ccccc2C1=O)N1CCc2ccccc21 (centres undefined)	-1	0.7	1.4	-12	-1.0	-1.0	-2	4	0.7	-0.7	8

Four neighbouring compounds out of the list so far:
SMILES	SMARCA2 act	DAX1 inh-1	hcDAF12 agonist	ADAM10 inh	ssDAF-12 act	FXN GAA850 act	sPLA2-III inh	GC-A act	DAX1 inh-2	hgDAF12 agonist	NPR2 activator
c1nc(NC2CCCCCC2)c2[nH]cnc2n1	0	0.3	2.6	-7	-1.0	0.0	-8	2	1.0	6.8	-2
O=C(CSc1nc(N2CCOCC2)nc(N2CCOCC2)n1)Nc1ccc([N+](=O)[O-])cc1	-2	1.6	0.2	-7	-0.6	2.7	4	-18	-1.1	-2.0	-13
Cc1ccc(CCNC(=O)CCS(=O)(=O)Cc2ccc(C)cc2)cc1	-2	0.9	-3.6	-7	-1.3	-0.1	-6	2	0.0	-0.4	-2
O=C(Nc1cccc(F)c1)C1CCN(C(=O)NCc2ccccc2)CC1	-1	0.1	-0.8	2	-1.1	0.2	4	-2	-0.4	-1.3	3

Other records:
SMILES	SMARCA2 act	DAX1 inh-1	hcDAF12 agonist	ADAM10 inh	ssDAF-12 act	FXN GAA850 act	sPLA2-III inh	GC-A act	DAX1 inh-2	hgDAF12 agonist	NPR2 activator
CCc1nnc(NC(=O)c2ccc(S(=O)(=O)N(C)Cc3ccccc3)cc2)o1	-3	-1.2	-1.1	4	-0.8	0.6	-3	2	-4.2	0.0	2
CC(C)c1nnc(NC(=O)C2CCCN2C(=O)Nc2ccccc2F)s1 (centres undefined)	-3	-0.2	-0.4	-4	-1.2	0.0	2	-1	-0.3	-1.0	0
CCc1nc2ccc(C(=O)N3CCN(c4cccc(C)c4C)CC3)cc2nc1CC	-1	0.9	-0.4	7	-1.1	-1.6	-4	4	1.0	-1.8	7
COc1ccc(CNC(=O)C(=O)NCC2OCCN2S(=O)(=O)c2ccccc2)cc1 (centres undefined)	-3	-0.1	-1.0	-13	-1.1	-2.1	1	-2	-0.3	-0.1	-4
CCOC(=O)C1CCN(C(=O)COc2ccc(N(C)S(=O)(=O)c3ccc(OCC)cc3)cc2)CC1	-4	0.9	-0.6	4	-1.0	0.2	-6	1	0.2	-0.3	-3
COc1ccc(-c2csc(NC(=O)CSc3nnnn3C)n2)c(OC)c1	-2	-0.7	-0.8	-2	-1.1	2.8	-2	3	-1.7	0.3	-7
CSCCC1NC(=O)N(CC(=O)N2CCc3ccccc3C2)C1=O (centres undefined)	-2	-0.6	0.3	-10	-1.0	1.1	1	-3	0.4	0.8	2
COc1ccc(-c2c(-c3ccc4c(c3)OCO4)c3ccccc3n2C)cc1	-4	0.0	-0.6	-76	-0.3	-1.0	4	-2	-1.1	-2.7	-8
CCOC(=O)c1c(NC(=O)COC(=O)Cc2ccccc2[N+](=O)[O-])sc(C(=O)N(C)C)c1C	2	-0.1	-2.2	-6	-0.5	1.4	-20	.	-0.8	1.2	.
Cc1ccc(N2CC(C(=O)Nc3cc(C)on3)CC2=O)cc1 (centres undefined)	2	0.2	-1.2	-3	-1.1	2.8	-3	0	0.9	0.3	-1
O=C1c2ccccc2C(Nc2ccc(Cl)cc2)N1CCN1CCOCC1 (centres undefined)	1	-0.7	2.9	-8	-1.0	1.0	2	-5	-0.7	-1.0	-7
COc1ccc(S(=O)(=O)N2CCOC23CCN(S(=O)(=O)c2c(C)cc(C)cc2C)CC3)cc1	0	-0.9	-0.3	10	-1.1	0.2	-7	-2	-0.9	-2.8	5
O=C1C2C(c3ccccc3)C=CC(c3ccccc3)C2C(=O)N1c1ccncc1 (centres undefined)	-3	-0.3	-1.6	3	-1.1	-0.4	-4	-1	-0.2	-0.3	0
COc1cccc(CN(C(=O)Cn2nnc(-c3ccccc3F)n2)C(C(=O)NC(C)(C)C)c2ccncc2)c1 (centres undefined)	3	0.2	-1.5	3	-1.4	-4.8	-59	-7	0.3	-0.5	-15
Cc1nc2ncnn2c(N2CCN(c3cccc(C(F)(F)F)c3)CC2)c1C	-6	-2.1	-2.9	6	-2.2	-1.3	-3	-7	-2.2	-5.8	-1
O=c1c(C=NCC2CCCO2)c(-c2ccccc2)[nH]n1-c1ccc([N+](=O)[O-])cc1 (centres undefined)	-4	-0.4	-0.8	1	-0.9	0.7	12	4	-0.4	0.8	-7
COCCN(CC(=O)Nc1cccc(C)c1C)C(=O)c1ccc2c(c1)OCO2	-2	0.7	-0.1	-7	-1.1	-0.7	11	2	-0.4	-1.1	6
Cc1ccccc1N1CC(C(=O)Nc2nnc(SCCC3OCCO3)s2)CC1=O (centres undefined)	-1	0.8	-1.3	-1	-0.8	-1.2	-2	-3	-0.2	3.0	5
COc1ccc(C(=O)N2CCCC(C(=O)N3CCN(c4ccccc4)CC3)C2)cc1 (centres undefined)	3	-2.2	-1.9	-1	-2.0	1.8	-1	-4	0.2	1.0	-2
COc1cccc(N2CCN(C(=O)c3ccc(OC)c(S(=O)(=O)NC4CC4)c3)CC2)c1	0	1.6	-0.5	-5	-0.9	-0.6	-6	-2	0.2	3.0	-2
O=S1(=O)c2c(F)cccc2O[C@@H](COCc2ccccc2)CN1CCc1ccc(F)cc1	-2	-0.2	-1.3	21*	-1.2	-1.4	-13	0	-2.5	1.9	7
COc1ccc(-c2nnc(SCC(=O)N3CCCC3=O)n2N)cc1OC	-3	1.8	-0.3	-10	-1.1	1.5	-2	0	-2.4	-1.1	2
O=C1NCC(=O)N2CCC[C@@H]12	0	2.0	1.9	-16	-1.6	0.1	13	-1	-0.2	-3.0	10
O=C1C=C(c2ccccc2Oc2ccccc2)C[C@@H](c2ccc(F)cc2)C1	-2	-0.2	-0.8	5	-0.5	0.8	-7	0	0.8	-1.6	-2
O=C(Nc1nc(-c2ccc3c(c2)OCCO3)cs1)c1ccc(S(=O)(=O)N2CCCCC2)cc1	-6	-4.3	-3.7	10	-2.2	-3.1	-9	-3	-3.4	-4.5	-1
CC(=O)N(C)Cc1ccc(C(=O)CCl)cc1	-1	-0.1	-1.2	4	-1.5	-0.6	-3	4	-1.4	7.8	3
CC(C)CC(N)C(=O)OCc1ccc([N+](=O)[O-])cc1 (centres undefined)	4	1.5	-0.6	3	-1.8	0.3	7	8	0.3	1.8	3
O=C(CSc1nc2c(c(=O)n1-c1ccc(F)cc1)SCC2)NCc1ccco1	-1	-0.2	-0.8	4	-1.4	-1.8	-4	-2	-0.3	1.0	2
Cc1cnc(NC(=O)CSc2nnc(COc3ccccc3)o2)s1	3	-0.3	3.0	-2	-1.0	-0.5	-4	0	-0.4	-1.0	3
c1ccc(C2(CN3CCNC[C@@H]3CC3CCCCC3)CC2)cc1	-1	-1.0	-0.8	2	-1.2	-0.3	7	-2	-0.3	2.4	-5
O=C(NCC(c1ccccc1)N1CCCC1)C1CCN(C(=O)Nc2ccccc2)CC1 (centres undefined)	-1	-0.6	0.6	-4	-0.8	1.0	3	-1	1.6	-0.4	2
COc1ccc(CN2CCNC(=O)C2CC(=O)N(C)CCCN2CCOCC2)cc1C (centres undefined)	0	0.9	-1.1	-3	-1.3	0.7	5	8	1.1	-0.5	-2
Cc1cccc(OC(=O)c2cncc(Br)c2)c1	1	-2.2	-0.7	-8	-0.5	-1.3	7	-2	-0.2	-4.5	1
O=C(CSc1nc2ncccc2[nH]1)c1ccc(F)cc1	1	-0.1	0.7	-1	-1.1	2.5	-29	-1	0.4	1.6	-4
CCOC(=O)Nc1nnc(/C=C/c2ccc(OC)cc2)s1	-2	-0.4	-1.1	-158	-1.0	3.0	-3	-10	0.7	1.1	-8
Cc1ccc(/C=N/NC(=O)c2ccc3nc[nH]c3c2)s1	-1	0.4	-1.6	-5	-1.4	2.8	4	-9	0.0	1.6	2
